Screening results: PubChem, several laboratories
KCNK3 block – human KCNK3 channel inhibition, primary screen; O14649; CHO-KCNK3 thallium flux, FluxOR fluorescence; active compounds read low; B-score at 10 µM; actives 0.84% (n = 340,000);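 active = B-score under library mean minus 4 SD, starting fluorescence ratio at most library mean plus 5 SD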;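 also: more negative B-score means stronger inhibition of thallium flux through KCNK3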
Dyrk1A ADPGlo – Dyrk1A (rat) kinase inhibition. ADP-Glo luminescence, NFATc1 peptide. inhibition, % at 12.5 µM. actives 0.43% (n = 310,000). AID 504441; in the data active = inhibition above about 50%;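 also: plate controls were vehicle with enzyme for no effect and no enzyme for full effect; many of its hits are not listed in these tables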
KCNQ1 block – human KCNQ1 channel inhibition; P51787; CHO-K1 KCNQ1, FluxOR thallium flux fluorescence; active compounds read high; B-score at 10 µM; actives 1.3% (n = 310,000);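 active = compounds whose thallium flux B-score, printed positive for inhibition, exceeds three library SD while starting fluorescence stays within three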;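 also: channel opened by potassium depolarization with thallium stimulus after 20 min compound exposure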
Target sequence (P51787 whole entry, looked up): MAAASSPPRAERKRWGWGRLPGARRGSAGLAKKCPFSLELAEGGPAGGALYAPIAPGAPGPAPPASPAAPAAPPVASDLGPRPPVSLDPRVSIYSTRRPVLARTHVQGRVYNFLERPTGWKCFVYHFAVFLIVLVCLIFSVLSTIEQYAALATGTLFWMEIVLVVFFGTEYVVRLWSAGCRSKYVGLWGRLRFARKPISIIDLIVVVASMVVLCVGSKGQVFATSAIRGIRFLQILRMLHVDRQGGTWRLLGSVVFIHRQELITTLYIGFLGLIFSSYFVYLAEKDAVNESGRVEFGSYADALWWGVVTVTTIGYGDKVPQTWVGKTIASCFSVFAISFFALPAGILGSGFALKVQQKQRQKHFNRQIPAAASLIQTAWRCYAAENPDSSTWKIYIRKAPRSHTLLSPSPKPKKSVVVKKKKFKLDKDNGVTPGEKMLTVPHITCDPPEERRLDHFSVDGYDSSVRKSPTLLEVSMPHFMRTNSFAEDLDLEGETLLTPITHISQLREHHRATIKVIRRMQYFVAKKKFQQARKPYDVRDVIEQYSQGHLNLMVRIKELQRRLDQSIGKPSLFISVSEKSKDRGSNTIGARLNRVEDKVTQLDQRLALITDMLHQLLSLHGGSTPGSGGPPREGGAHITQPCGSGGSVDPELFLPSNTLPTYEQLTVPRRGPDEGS
TRPC4 potent – TRPC4 (mouse) allosteric potentiation; Q9QUQ5; HEK293 TRPC4beta/mu-opioid, DAMGO EC20, Fluo-4 Ca2+ flux; active compounds read high; B-score at 10 µM; actives 0.42% (n = 310,000); AID 2227;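 active = B-score of calcium response area above 5 SD of library B-scores, with initial fluorescence ratio within 5 SD of library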;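 also: B-score of integrated fluorescence ratio over time as area under calcium response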
HDAC3 inhib – blocks human histone deacetylase 3 | O15379 | recombinant HDAC3, fluorogenic peptide/trypsin coupled, fluorescence | inhibition, % at 8.3 µM | actives 0.15% (n = 320,000) | AID 2718; in the data active = inhibition above about 26%, passing the limit was not always enough
KCNQ1 act – potentiators or activators of human KCNQ1 potassium channel; CHO-K1 KCNQ1, thallium flux FluxOR fluorescence; active compounds read high; P51787; B-score at 10 µM; actives 0.35% (n = 310,000);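 active = fluorescence ratio B-score, a plate-corrected score, at least three library SD, with initial intensity B-score within 5 SD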
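Schedule – 37 °C overnight plating, 90-min dark dye load, 20-min compound pretreatment · System – stable KCNQ1 CHO-K1 line · Probe or stimulus – thallium- and potassium-containing depolarizing buffer · Measured by – kinetic FluxOR fluorescence, 10 s baseline plus 110 s post-stimulus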
TMEM16A act – activates or potentiates the mouse TMEM16A chloride channel; AID 623877; actives 0.3% (n = 340,000); HEK293 TMEM16A/YFP-H148Q/I152L, iodide quench fluorescence; active compounds read low; B-score at 10 µM;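 active = fluorescence-ratio B-score plate-corrected deviation score at least 3 library SD below zero, with starting fluorescence score within 5 deviations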;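 also: channel opened by trigger with iodide after compound preincubation; score built on the fluorescence ratio of max minus min over baseline; more negative score means more quench and so TMEM16A activation or potentiation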
hERG rescue – shields human hERG channel from block by proarrhythmic agents. activation (rescue from dofetilide block), less the hit threshold, % at 10 µM. CHO-hERG, FluxOR thallium flux, dofetilide IC70 present. actives 0.51% (n = 310,000). Q12809;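 active = activation above the mean of controls blocked by dofetilide plus 5 SD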;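 also: thallium influx through hERG after potassium depolarization seen as dye fluorescence rise; in these data hits start at about 4.7%; inactives centre near -7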
KCNK9 inh – blocks the human KCNK9 two-pore domain potassium channel | Q9NPC2 | HEK293 KCNK9, FluxOR thallium flux fluorescence; active compounds read low | B-score at 10 µM | actives 1.2% (n = 310,000) | AID 488922;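 active = ratio B-score over 3 SD below the library mean, with starting fluorescence within 5 SD of its mean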;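 also: negative B-score means less thallium flux so channel inhibition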
Target sequence (Q9NPC2 whole entry, looked up, the tested form may be a part): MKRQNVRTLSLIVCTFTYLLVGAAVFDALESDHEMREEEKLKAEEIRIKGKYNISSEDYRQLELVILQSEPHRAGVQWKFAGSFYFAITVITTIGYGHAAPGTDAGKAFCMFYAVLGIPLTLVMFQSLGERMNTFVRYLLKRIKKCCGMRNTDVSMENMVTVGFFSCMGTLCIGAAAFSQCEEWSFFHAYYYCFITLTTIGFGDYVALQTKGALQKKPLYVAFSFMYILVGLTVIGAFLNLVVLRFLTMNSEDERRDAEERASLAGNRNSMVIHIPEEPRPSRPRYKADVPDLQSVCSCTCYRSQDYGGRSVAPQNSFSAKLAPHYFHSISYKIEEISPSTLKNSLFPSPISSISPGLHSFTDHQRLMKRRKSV
TRPC4 agonist – opens the mouse TRPC4 cation channel; actives 0.49% (n = 310,000); B-score at 10 µM; Q9QUQ5; HEK293 TRPC4beta/mu-opioid, Fluo4 calcium fluorescence; active compounds read high; AID 2237;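 active = B-score above 5 SD of library B-scores, and initial fluorescence ratio not above library mean plus 5 SD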;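 also: positive B-score marks a calcium rise read as TRPC4 activation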
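Material: HEK293 stable line with TRPC4beta plus mu-opioid receptor; technique: Fluo4 calcium-sensitive dye fluorescence, kinetic, 1 Hz baseline; timing: Fluo4 dye loading 45 min at room temperature, 110 s recording; controls: assay buffer as low control, maximal DAMGO as high control; read-out: integrated baseline-normalised fluorescence ratio, converted to per-well B score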
TMEM16A inh – inhibitors of mouse TMEM16A calcium-activated chloride channel; Q8BHY3; HEK293 TMEM16A/YFP iodide influx fluorescence, ionomycin; normalized B-score (activity score, 25-100; higher = stronger inhibition) at 10 µM; actives 1.2% (n = 310,000); AID 588511;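 active = ratio plate-corrected score three or more library SD toward inhibition, starting fluorescence score within five deviations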;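 also: score derived from kinetic fluorescence span divided by baseline fluorescence per well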
Active calls of the source: *; i = inactive; nt = no result given; & = joins results of further samples; ! = not confirmed by another sample.

SMILES | KCNK3 block | Dyrk1A ADPGlo | KCNQ1 block | TRPC4 potent | HDAC3 inhib | KCNQ1 act | TMEM16A act | hERG rescue | KCNK9 inh | TRPC4 agonist | TMEM16A inh
Cc1ccc(C(=O)CN2C(=O)NC3(CCCCCC3)C2=O)c(C)c1 | i | 6 | i | i | 5 | i | i | -11 | i | i | i
CC(=O)NC1=NN(C(C)=O)C(c2ccc(C)cc2)S1 (stereo not given) | i | nt | i | i | 0 | i | i | -6 | i | i | i
COc1cccc(C2=NOC(C(=O)Nc3ccc4c(c3)OCO4)C2)c1 (stereo not given) | i | 4 | i | i | -3 | i | i | -8 | i | i | i
O=C1C2C(c3ccccc3)C=CC(c3ccccc3)C2C(=O)N1CCO (stereo not given) | i | -5 | i | i | -2 | i | i | 4 | i | i | i
O=C1c2cccc3cc([N+](=O)[O-])cc(c23)C(=O)N1c1nncs1 | i | 4 | i | i | -7 | i | i | 1 | i | i | i
Fc1ccc(NC(=S)Nc2ccccc2Cl)cc1 | i | 3 | i | i | -3 | i | i | -14 | i | i | i
COc1ccc(CCNS(=O)(=O)c2c(C)[nH]c(C)c2C(=O)N2CCCCC2)cc1OC | i | -6 | i | i | 2 | i | i | -7 | i | i | i
O=C1OCCC1Sc1nnnn1-c1ccccc1 (stereo not given) | i | 4 | i | i | 1 | i | i | -6 | i | i | i
O=C1C2C3C=CC(C3)C2C(=O)N1c1ccc(-c2nc3ccccc3o2)cc1 (stereo not given) | i | -1 | i | i | -3 | i | i | -8 | i | i | i
COc1cccc(C=Nc2cc(C)cc(C)c2)c1O | i | -2 | i | i | 0 | i | i | 3 | i | i | i
O=C(CN1CCN(Cc2ccccc2)CC1)Nc1ccc(N2CCOCC2)cc1 | i | -6 | i | i | -1 | i | i | -2 | i | i | i
CSc1nccc(Oc2ccc(C#N)cc2)n1 | i | -3 | i | i | 0 | i | i | -7 | i | i | i

Three of these compounds in a different format.
| Compound | KCNK3 block | Dyrk1A ADPGlo | KCNQ1 block | TRPC4 potent | HDAC3 inhib | KCNQ1 act | TMEM16A act | hERG rescue | KCNK9 inh | TRPC4 agonist | TMEM16A inh |
| --- | --- | --- | --- | --- | --- | --- | --- | --- | --- | --- | --- |
| O=C1c2cccc3cc([N+](=O)[O-])cc(c23)C(=O)N1c1nncs1 | i | 4 | i | i | -7 | i | i | 1 | i | i | i |
| Fc1ccc(NC(=S)Nc2ccccc2Cl)cc1 | i | 3 | i | i | -3 | i | i | -14 | i | i | i |
| COc1ccc(CCNS(=O)(=O)c2c(C)[nH]c(C)c2C(=O)N2CCCCC2)cc1OC | i | -6 | i | i | 2 | i | i | -7 | i | i | i |

(further entries)
SMILES | KCNK3 block | Dyrk1A ADPGlo | KCNQ1 block | TRPC4 potent | HDAC3 inhib | KCNQ1 act | TMEM16A act | hERG rescue | KCNK9 inh | TRPC4 agonist | TMEM16A inh
CCCCOCCCNC(=O)N[C@@H](CCSC)C(=O)OC | i | -3 | i | i | 1 | i | i | -10 | i | i | i
O=C(CSc1nc2ccccc2s1)N1c2ccccc2Sc2ccc(Cl)cc21 | i | 6 | i | i | -7 | i | i | -7 | i | i | i
CC(C)Cn1c(N)c(C(=O)CSc2nc3ccccc3n2C)c(=O)n(C)c1=O | i | -1 | i | i | 4 | i | i | -9 | i | i | i
S=c1[nH]nc(-c2ccco2)n1/N=C/c1cccc(Cl)c1Cl | i | 41 | i | i | -1 | 15* | i | 0 | i | i | i
CCN1CCN(Cc2ccc(NC(=O)c3ccc(C)c(NC(=O)N4CCNC4=O)c3)cc2C(F)(F)F)CC1 | i | 54*! | i | i | 2&6 | i | i | -10&-3 | i | i | i
COCCNC(=O)c1onc(CSc2cc(C)cc(C)c2)c1C(=O)O | i | -12 | i | i | 8 | i | i | -7 | i | i | i
CC(=O)Oc1ccc(N(C(C)=O)S(=O)(=O)c2ccc(C)cc2C)c2ccccc12 | i | 7 | i | i | -3 | i | i | -3 | i | i | i
COc1cc(/C=N/NC(=O)c2ccc3c(c2)OCCO3)c(Br)c(Br)c1O | i | nt | i | i | 1 | i | i | -5 | i | i | i
COc1ccccc1N1CCN(C(=O)NCc2cccc(C(F)(F)F)c2)CC1 | i | 17 | i | i | 2 | i | i | -9 | i | i | i
CCOc1cccc2sc(NC(=O)CC)nc12 | i | 1 | i | i | 0 | i | i | -3 | i | i | i
CCOC(=O)N(NC(=O)C(O)(c1ccccc1)c1ccccc1)c1ccccc1 | i | 2 | i | i | -2 | i | i | -6 | i | i | i
Cc1ccc(S(=O)(=O)CCSc2cccc(C(=O)O)c2)cc1 | i | -12 | i | i | 2 | i | i | -6 | i | i | i
Cc1occc1C(=O)NC(C)C(C)(C)C (stereo not given) | i | -6 | i | i | -4 | i | i | -7 | i | i | i
COc1ccc(Cc2nc(C)cc(Cl)n2)cc1[N+](=O)[O-] | i | nt | i | i | -1 | i | i | -8 | i | i | i
O=C(O)c1ccc(N2C(=O)CCCC2=O)cc1 | i | -5 | i | i | nt | i | i | -11 | i | i | i
CC(OC(=O)c1cccc(S(=O)(=O)N(C)C)c1)C(=O)NCc1ccc2c(c1)OCO2 (stereo not given) | i | 12 | i | i | -1 | i | i | -7 | i | i | i
CCOC(=O)[C@H]1[C@H]2COc3ccccc3[C@@H]2N2C(=O)c3ccc(Cl)cc3NC(=O)[C@@]12C | i | 8 | nt | nt | 3 | nt | i | nt | nt | nt | i
O=C(COC(=O)c1ccccc1NCCO)NNC(=O)c1cccs1 | i | -1 | i | i | -21 | i | i | -3 | i | i | i
CCOC(=O)C1CCN(C(=O)/C=C/c2cccs2)CC1 | i | -1 | i | i | -3 | i | i | -1 | i | i | i
O=C(CNc1n[nH]c(=O)[nH]c1=O)N/N=C/c1cccnc1 | i | nt | i | i | 12 | i | i | -5 | i | i | i
CCOC(=O)N1CCN(C(=O)c2cc3ccc(OC)cc3[nH]2)CC1 | i | -3 | i | i | -3 | i | i | -2 | i | i | i
Cc1ccc(CSCC(=O)N/N=C/c2sccc2C)cc1 | i | 14 | i | i | 5 | i | i | -4 | i | i | i
CCSc1nnc(NC(=O)c2ccc(Br)s2)s1 | i | -8 | i | i | 1 | i | i | -6 | i | i | i
CCOC(=O)c1ccc(N=Cc2nc(-c3ccccc3)oc2OC(C)=O)cc1 | i | 0 | i | i | 18 | i | i | -11 | i | i | i

Compound profiles (already shown). Order of values: KCNK3 block | Dyrk1A ADPGlo | KCNQ1 block | TRPC4 potent | HDAC3 inhib | KCNQ1 act | TMEM16A act | hERG rescue | KCNK9 inh | TRPC4 agonist | TMEM16A inh
Shown for O=C(CNc1n[nH]c(=O)[nH]c1=O)N/N=C/c1cccnc1 : i | nt | i | i | 12 | i | i | -5 | i | i | i
Shown for COc1ccc(Cc2nc(C)cc(Cl)n2)cc1[N+](=O)[O-] : i | nt | i | i | -1 | i | i | -8 | i | i | i
Shown for Cc1ccc(S(=O)(=O)CCSc2cccc(C(=O)O)c2)cc1 : i | -12 | i | i | 2 | i | i | -6 | i | i | i

Additional records follow:
SMILES | KCNK3 block | Dyrk1A ADPGlo | KCNQ1 block | TRPC4 potent | HDAC3 inhib | KCNQ1 act | TMEM16A act | hERG rescue | KCNK9 inh | TRPC4 agonist | TMEM16A inh
CN(C)/C=N/c1nc2nccc(-c3ccccc3)n2n1 | i | -5 | i | i | -64 | i | i | -1 | i | i | i
CCN(CC)CCn1c(=S)[nH]c2cc(C(=O)NCc3ccccc3Cl)ccc2c1=O | i | 2 | i | i | -3 | i | i | -14 | i | i | i
O=C(Nc1ccc(F)cc1)/C(Cl)=C/c1ccccc1 | i | -2 | i | i | 6 | i | i | -5 | i | i | i
CCc1ccc2oc(=O)cc(CN3CCC(C)CC3)c2c1 | i | 0 | i | i | -2 | i | i | -13 | i | i | i
COC(=O)Cn1c(=NC(=O)C(C)(C)C)sc2c(C)cc(C)cc21 | i | 2 | i | i | -1 | i | i | -5 | i | i | i
C[C@H](NC(=O)Cc1cccc2ccccc12)C(=O)NCc1ccccc1 | i | 0 | i | i | -3 | i | i | -5 | i | i | i
CCOC(=O)N1CCN(C(=O)c2cnn3ccccc23)CC1 | i | 2 | i | i | 2 | i | i | -6 | i | i | i
Cc1cccc(C)c1NC(=O)c1cc(S(=O)(=O)N2CCOCC2)cn1C | i | -3 | i | i | -1 | i | i | -7 | i | i | i
Cc1ccc(NC(=O)C(=O)NCc2ccncc2)cc1 | i | -2 | i | i | 12 | i | i | -5 | i | i | i
O=C(Nc1ccccc1)Nc1ccncc1 | i | 12 | i | i | -4 | i | i | -7 | i | i | i
CCOC(=O)c1c(C2COc3ccccc3O2)csc1N (stereo not given) | i | 3 | i | i | -6 | i | i | -12 | i | i | i
COc1ccc(OC)c(N(CC(=O)Nc2ccc3c(c2)OCO3)S(=O)(=O)c2ccccc2)c1 | i | 4 | i | i | 5 | i | i | -15 | i | i | i
CC(C)(C)c1nc(CN2CCOCC2)ccc1O | i | -3 | i | i | 13 | i | nt | -16 | i | i | i
CC(=O)c1ccc(N2CCN(C(=O)c3ccco3)C(C)C2)c(F)c1 (stereo not given) | i | 1 | i | i | 12 | i | i | -9 | i | i | i
Cc1ccc(CN(CC(=O)NC2CCCC2)C(=O)c2csnn2)cc1 | i | 7 | i | i | -1 | i | i | -8 | i | i | i
CC(C)C[C@H](NC(=O)N1CC(=O)Nc2ccccc21)C(=O)N[C@@H](C(=O)O)c1ccccc1 | i | -1 | i | i | 0 | i | i | -9 | i | i | i
COc1ccc(CC(=O)N2CCC(c3ccccc3)C2)cc1 (stereo not given) | i | -5 | i | i | -3 | i | i | -31 | i | i | i
O=C(c1ccc(CSc2nc3ccncc3[nH]2)cc1)N1CCN(c2cccc(Cl)c2)CC1 | -11* | 0 | 13* | i | 9 | i | i | -20 | i | i | 100*
C=CCOc1ccc(CNCCc2ccc(S(N)(=O)=O)cc2)cc1 | i | 1 | i | i | 1 | i | i | -6 | i | i | i
COC(=O)Cc1nnc(NC(=O)c2ccccc2)s1 | i | -7 | i | i | 5 | i | i | -6 | i | i | i
CCOCCOc1nc(C)cc(C)c1S(=O)(=O)c1ccccc1C | i | 3 | i | i | -5 | i | i | -6 | i | i | i
Cc1ccccc1N(CC(=O)N/N=C/c1ccc(N(C)C)cc1)C(=O)c1ccccc1 | i | -2 | i | i | 12 | i | i | -13 | i | i | i
Cc1ccccc1-c1nnc(NC(=O)CSc2nc3ccccc3s2)s1 | i | 3 | i | i | -3 | i | i | -8 | i | i | i
N#CCCn1cc(C(=O)Nc2ccc([N+](=O)[O-])cc2)c(-c2cc3ccccc3o2)n1 | i | 5 | i | i | -5 | i | i | -7 | i | i | i

The list is partial; count on the stated rates, not on these rows.
